p53ts 32C kill: p53ts cell cytotoxicity, permissive temperature | H1299-p53A138V at 32C, ATP luminescence viability, 24 h | Potency, µM (titrated, usually from 46.1 µM), inactives show at the top dose activity change, negative = cytotoxicity, hits mostly cytotoxic | 0.93% of 130,000 active;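 note: 0% = DMSO and -100% = full killing by reference compound; nearly all actives have a fitted effect of over 55% in size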
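Viability by ATPlite luminescence after 24 h compound treatment (up to 46 uM) at the permissive 32C. Cells are H1299 carrying p53 A138V. Scale runs from DMSO basal to 100 uM tamoxifen as full kill; AC50 from Hill fits.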
p53ts 39C tox: cytotoxicity in p53ts cells at nonpermissive temperature; 1.5% of 130,000 active; H1299-p53A138V viability at 39C, ATP luminescence, 24 h; Potency, µM (titrated, usually from 46.1 µM), without a hit: at the highest dose activity change, negative = cell killing, hits mostly cytotoxic; note: nearly all actives have a fitted effect of over 55% in size
Peg3 imprint: induces erasure of genomic imprints in mouse ES cells; 0.02% of 110,000 active; mouse ES Peg3-LacZ reporter, beta-gal luminescence, 40 h; Potency, µM (doses to about 60.7 µM), for the others: top-dose activity change, positive = activation, most hits filed as activators; AID 1948;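 note: 0% = negative control wells on the plate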
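Imprint erasure is scored as LacZ activity from the silenced maternal Peg3 allele in feeder-free female ES cells cultured 40 h with LIF. Luminescence is normalized to in-plate negative controls and fitted to the Hill equation.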
IkB signaling: inhibitors of IkB signaling in ABC-DLBCL cells. Potency, µM (highest dose often 57.1 µM), for inactives: top-dose IkBa stabilization activation. ABC-DLBCL IkBa-CBG/CBR dual luciferase ratio, 4 h; response scale: scaled: untreated 0%, proteasome inhibitor 100%. 0.04% of 110,000 active; active = well fitted curve in the direction sought with a large enough effect in the signal ratio, not every such curve was filed as active; inconclusive = small, poorly fitted or top-dose-only effect, or a change in a side signal; the % refers to the signal ratio;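 note: the direction sought is a rising ratio; 0% = basal untreated cells and 100% = reference inhibitor full response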
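Curves were fitted separately to fusion (green), unfused (red) and ratio luminescence, then classed by r2, magnitude and activity. Cells: OCI-Ly3, 4 h compound plus doxycycline at 37C; 10 uM MG-132 defined full response.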
* hit, by the source's call; ? = inconclusive; · = no result given; [ ] = dose if it differs, or a comment. Unless noted, calls come from the whole dose curve; as a rule, active = well fitted curve in the direction sought with a large enough effect; inconclusive = small, poorly fitted or top-dose-only effect, or another doubt; inactive = no such curve, though single readings can be large; an effect the other way counts as inactive or inconclusive. Unless noted, % is set by controls: 0 for no effect and ±100 for the full control effect; potency is the fitted concentration of half-maximal effect.

mol,p53ts 39C tox,p53ts 32C kill,IkB signaling,Peg3 imprint
CC(=O)Nc1cc2c(nc1C)nc(C)n2Cc1ccc(Br)cc1,-8.3%,-2.0%,0.2%,-2.3%
CCNC(=O)NC(=O)CSc1cccc(C(F)(F)F)c1,-7.3%,-4.9%,0.4%,-3.6%
Cc1ccc(Nc2c(C(C)C)c(C)c(C#N)c3nc4ccccc4n23)cc1,-19.9%,33.6%[activator],-8.0%,-9.0%[10.9 µM]
COC(=O)c1ccc(C(=O)OC)c(NC(=O)CN2CCN(c3ccccc3OC)CC2)c1,?,-19.8%,?,6.3%
C=CCN(C(=O)CNC(=O)c1ccco1)C(C(=O)NC1CCCCC1)c1ccccc1 (configuration not stated),0.9%,-0.5%,1.8%,·
CCOc1ccc(S(=O)(=O)N2CCC(c3ccncc3)CC2)cc1,-1.6%,-13.8%,0.9%,-21.3%[10.9 µM]
COc1cccc(CNC(=O)Cc2ccc(NC(=O)N3CCCCc4ccccc43)cc2)c1OC,-26.6%,1.4%,?,-4.9%[10.9 µM]
COc1cccc(CC(=O)Nc2nccs2)c1,0.2%,-2.1%,0.5%,-9.9%
CCOC(=O)C1CCCN(C(=O)Cn2nc(CC)n3c(cc4occc43)c2=O)C1 (configuration not stated),12.8%,5.1%,-0.3%,19.4%[10.9 µM]
Cc1cc(NC(=O)Cc2cccs2)no1,12.9%,6.3%,1.4%,-4.1%
O=C1CCC(=O)N1CCOP1(=O)COc2ccccc2OC1,2.2%,9.1%,-1.1%,?
O=C(C1CCN(S(=O)(=O)c2ccccc2)CC1)N(CCc1ccccc1)Cc1ccco1,-7.2%,-2.9%,?,-14.5%
COCCn1nnnc1C(c1ccccn1)N1CCN(c2cc(C)ccc2C)CC1 (configuration not stated),-8.3%,3.1%,1.2%,-21.3%
CCOc1ccc(OCC)c(NC(=O)C2CCCN(S(=O)(=O)c3cnc[nH]3)C2)c1 (configuration not stated),5.6%,9.5%,-3.2%,-5.7%
CCC1CN(C(=O)N2CCC(C(=O)NCc3ccccc3C)CC2)c2ccccc2O1 (configuration not stated),2.3%,9.4%,?,10.3%[10.9 µM]
O=C(Nc1c(O)c2ccccc2oc1=O)c1ccccc1Cl,-12.9%,-3.3%,4.7%,-6.3%[10.9 µM]
O=C(Oc1ccc(F)cc1)c1nc(SCc2ccccc2F)ncc1Cl,13.3%,-4.3%,?,-36.0%[inhibitor][10.9 µM]
CCC(C)(C)n1nnnc1C(c1ccc2ncccc2c1)N1CCCCCC1 (configuration not stated),14.4%,-11.7%,·,·
Cc1c(Cl)cccc1NC(=O)CCN1CCCCCC1,5.8%,-4.1%,1.9%,-5.8%
Cc1cccc(NC(=O)C(Cc2ccccc2)NS(=O)(=O)c2ccc3c(c2)c(=O)n(C)c(=O)n3C)c1 (configuration not stated),1.9%,-10.1%,3.0%,23.7%[10.9 µM]
O=C1C2C(c3ccccc3)(C(=O)N1c1ccc(Cl)cc1)C2(c1ccccc1)c1ccccc1 (configuration not stated),-17.4%,5.1%,·,·
CC1CCCN(S(=O)(=O)c2ccc(N3CCCCS3(=O)=O)cc2)C1 (configuration not stated),-18.4%,-0.3%,0.0%,7.3%[10.9 µM]
O=C(c1ccco1)N1CCN(c2ncnc3c2oc2ccccc23)CC1,10.4%,1.6%,?,-9.1%
CCc1cccc(NC(=O)Cn2c(=O)n(CCC(=O)NCC3CCCO3)c(=O)c3cc(OC)c(OC)cc32)c1 (configuration not stated),14.1%,6.1%,?,-6.1%[10.9 µM]
O=C(c1cc(=O)c2cc(Cl)ccc2o1)N(Cc1ccccc1)C1CCS(=O)(=O)C1 (configuration not stated),-0.8%,-2.8%,-1.0%,-12.5%[10.9 µM]
CC(NC(=O)Cc1cccs1)C(c1cccs1)N1CCN(c2ccccc2)CC1 (configuration not stated),-4.2%,-4.3%,1.3%,-17.6%
O=C(COC(=O)Cc1cccc2ccccc12)Nc1ccccc1-c1ccccc1,-15.3%,-7.0%,·,·
O=S(=O)(c1cccs1)n1cccn1,-4.2%,-7.3%,-0.1%,-3.6%
O=C(OCc1c(Cl)cccc1Cl)c1ccccn1,11.6%,0.4%,1.1%,-5.0%
Cc1ccc(-n2ncc3c(NCCCn4ccnc4)ncnc32)cc1Cl,?,0.8%,?,-17.5%[10.9 µM]
COc1cccc(C2CC(=O)Nc3c2c(=O)n(C)c2ncnn32)c1OC (configuration not stated),-8.1%,-0.7%,-1.6%,-10.2%[10.9 µM]
COc1ccc(CC(=O)Nc2cc(Cl)ccc2O)cc1,-0.7%,5.4%,?,-19.8%
O=C1CC(c2ccccc2)CN1Cc1ccccc1 (configuration not stated),-0.4%,7.8%,-1.2%,-9.1%
CCOC(=O)N1CCN(Cc2nc3c(c(=O)[nH]c(=O)n3C)n2Cc2cc(C)ccc2C)CC1,-12.2%,1.9%,-0.2%,-9.9%
CN(C)c1cc[n+](Cc2c(Cl)cccc2Cl)cc1,-7.6%,-4.7%,·,·
CCc1ccc(Cn2c(CNS(=O)(=O)c3ccc4c(c3)CCCC4)nc3cccnc32)cc1,-18.5%,4.3%,4.5%,?
Cc1ccc(-n2c3nc(=O)[nH]c(=O)c-3cc3c(C)nn(-c4ccccc4)c32)c(C)c1,7.4%,14.3%,-1.9%,-8.1%[10.9 µM]
CC(C)(C)OC(=O)N1CCC(c2c(C(=O)NCCN3CCOCC3)cnn2-c2cccc(F)c2)CC1,3.7%,4.4%,-0.3%,-5.1%[10.9 µM]
CCOc1ccccc1N(C)C(=O)Cn1cnc2onc(-c3ccc(F)cc3)c2c1=O,-22.8%,11.6%,-1.8%,-9.0%[10.9 µM]
CC(=O)Nc1ccc(-c2csc(NCc3ccco3)n2)cc1,?,?,·,·
O=C(N1CCOCC1)N1CCN(S(=O)(=O)c2ccccc2)C1,2.4%,0.9%,0.4%,-0.8%
O=C(OCc1nnc(-c2ccccc2)o1)C1=COCCO1,2.9%,4.6%,-0.2%,-1.5%
Cc1ccc(C)c(CN2C(=O)c3ccccc3S(=O)(=O)c3ccc(C(=O)N4CCN(c5ccccn5)CC4)cc32)c1,-29.2%,-14.6%,?,-16.4%[10.9 µM]
CN1C[C@@H]2C(c3ccc(Cl)nc3)C3(c4ccccc4)CC2(C3)[C@H]1c1ccccc1 (some centres not stated),-14.3%,1.0%,·,-11.1%
O=C(NCc1cccc(Cl)c1)c1cnccn1,6.5%,5.5%,0.2%,-3.4%
Cc1cc(C)c2nc(N(Cc3cccnc3)C(=O)Cc3ccccc3)sc2c1,15.4%,-7.9%,?,-2.7%[10.9 µM]
Cc1ccc2nc(NC(=O)C3CCN(S(=O)(=O)c4ccc5c(c4)oc(=O)n5C)CC3)sc2c1,-19.7%,-2.5%,-0.1%,-7.6%
Cc1cc(-c2ccc(S(=O)(=O)Nc3cc(Cl)ccc3C)s2)on1,?,-0.8%,3.9%,24.5%[10.9 µM]
Cc1ccc(S(=O)(=O)NCc2ccc(C(=O)N(C)CCC#N)cc2)cc1,-15.8%,-7.5%,0.6%,-11.8%
COc1ccccc1-n1c(C)nnc1SCC(=O)Nc1cccc(C(C)=O)c1,-8.1%,0.4%,-1.6%,12.4%
COc1ccc(CCC(=O)NCCc2csc(-c3ccc(C(F)(F)F)cc3)n2)cc1,-17.9%,36.6%[activator],0.7%,?
Nc1ccc(O)c(-c2nc3ccccc3s2)c1,-24.0%,-11.1%,?,-85.9%[inhibitor]
COC(=O)c1cccc(N(C(=O)c2cnccn2)C(C(=O)NCc2ccccc2)c2ccco2)c1 (configuration not stated),1.9%,5.3%,-0.2%,-6.7%
C=CCCC(=O)Nc1ccc(COC(=O)N2CCOCC2)cc1,5.0%,-1.4%,-0.9%,1.9%
Cc1ccc(C(=O)OCc2cc(=O)n3nc(CC(C)C)sc3n2)cc1,-23.2%,9.6%,-1.0%,7.7%[10.9 µM]
CCOC(=O)N1CCN(c2nc(-c3ccc(OC)cc3)no2)CC1,-22.2%,-10.6%,0.0%,-42.0%[inhibitor]
CCn1c2ccccc2c2nnc(SCc3cc(=O)n4ccsc4n3)nc21,-10.2%,2.9%,-2.9%,-3.8%
O=C1c2ccccc2C(O)N1c1cccnc1 (configuration not stated),-4.5%,7.7%,2.9%,-10.4%
CCc1ccc(Cn2c(CNS(=O)(=O)c3ccc([N+](=O)[O-])cc3)nc3cccnc32)cc1,-6.8%,15.0%,0.2%,-8.6%[10.9 µM]
CCN(CC)c1ccc(N2C(=O)c3ccccc3C2=O)cc1,-2.1%,-9.5%,-2.5%,0.2%

Next part.
mol,p53ts 39C tox,p53ts 32C kill,IkB signaling,Peg3 imprint
COc1ccc(C)cc1NC(=O)CSc1nnc(-c2ccc(C)cc2)o1,?,8.9%,5.7%,-68.9%[inhibitor]
COc1ccc(C)cc1NC(=O)C1CCN(S(=O)(=O)c2cccc3nonc23)CC1,4.8%,2.3%,-2.0%,-14.6%[10.9 µM]
Cc1ccc(NC(=O)CSc2nc3c([nH]c4ccccc43)c(=O)n2-c2ccccc2)cc1Cl,-6.5%,0.2%,?,-5.6%[10.9 µM]
CCOC(=O)CSc1nnc(CSc2nc(C)cc(C)n2)n1Cc1ccco1,-12.2%,-5.7%,-0.2%,-3.4%
O=C(Cn1c(=O)sc2ccccc21)NCCOc1ccccc1F,-5.0%,13.3%,-1.8%,-11.0%
CC1(C)CC(=O)C2=C(C1)OC(N)=C(C#N)C2C1CC=CCC1 (configuration not stated),-0.4%,0.4%,?,-2.7%
CC(C)c1nn2c(=O)cc(COC(=O)c3ccccc3NC(=O)COc3ccccc3)nc2s1,?,-13.2%,?,-18.0%[10.9 µM]
CCC(=O)N1CCc2cc(S(=O)(=O)NC(C(=O)NCCc3ccc(C)cc3)C(C)C)ccc21 (configuration not stated),-2.8%,4.2%,-0.9%,?
COc1cccc(C(=O)Nn2c(C)nnc2-n2nc(C)cc2C)c1,8.0%,-3.1%,·,·
CCNc1c2c(nc3ccccc13)CC(C)(C)CC2=O,20.4%,5.2%,·,·
COc1cc(NC(=O)Nc2cccc(-c3noc(C)n3)c2)cc(OC)c1OC,-14.9%,3.0%,?,11.5%[10.9 µM]
COC(=O)C(NC(=O)c1ccccc1)(Nc1cc(C)cc(C)n1)C(F)(F)F (configuration not stated),3.3%,-5.2%,·,·
c1ccc2c(c1)ncn2Cc1nnc2sc(-c3ccncc3)nn12,17.2%,4.2%,-1.8%,-3.2%
CC1CCN(CCNC(=O)c2ccc3c(=O)n(CCc4ccccc4)c(=O)[nH]c3c2)CC1,-5.5%,5.9%,1.7%,0.2%
Cc1ccc(N2CC(C(=O)N3CCN(C(=O)c4ccco4)CC3)CC2=O)cc1 (configuration not stated),5.0%,0.6%,1.9%,4.9%
CC1CCCCC1NC(=O)CN1CCN(Cc2ccccc2Cl)C1=O (configuration not stated),1.8%,-2.9%,0.9%,4.8%
Cn1c(CCNC(=O)c2ccco2)nc2cc(NC(=O)c3ccco3)ccc21,?,?,3.6%,-13.8%
CCOc1ccccc1NC(=O)CN(c1ccc(C)cc1)S(=O)(=O)c1c(C)noc1C,2.1%,15.2%,2.4%,-11.1%
CO[Si](CCCNCCC[Si](OC)(OC)OC)(OC)OC,-5.2%,2.2%[1.84 µM],0.0%,11.5%
O=C(Nc1cccc(Cl)c1)c1cnn2cccnc12,-21.9%,-27.4%,1.3%,-27.7%

Screening data: PubChem, National Center for Advancing Translational Sciences (NCATS)
